Source: PubChem BioAssay (National Center for Advancing Translational Sciences (NCATS))
D2 PAM = HTS Assay for Positive Allosteric Modulators of the Human D2 Dopamine Receptor: Primary Screen for Potentiators; AID 485347, 2010; 340,000 tested, 0.34% active; HEK293 T-REx D2, calcium flux, EC20 dopamine potentiation; D(2) dopamine receptor (Homo sapiens), P14416; potentiation, % at 10 µM;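 active = potentiation over 3 SD above the plate norm, cut at about 30% in these data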; also: 0% is about no effect
Target sequence (P14416 whole entry, looked up): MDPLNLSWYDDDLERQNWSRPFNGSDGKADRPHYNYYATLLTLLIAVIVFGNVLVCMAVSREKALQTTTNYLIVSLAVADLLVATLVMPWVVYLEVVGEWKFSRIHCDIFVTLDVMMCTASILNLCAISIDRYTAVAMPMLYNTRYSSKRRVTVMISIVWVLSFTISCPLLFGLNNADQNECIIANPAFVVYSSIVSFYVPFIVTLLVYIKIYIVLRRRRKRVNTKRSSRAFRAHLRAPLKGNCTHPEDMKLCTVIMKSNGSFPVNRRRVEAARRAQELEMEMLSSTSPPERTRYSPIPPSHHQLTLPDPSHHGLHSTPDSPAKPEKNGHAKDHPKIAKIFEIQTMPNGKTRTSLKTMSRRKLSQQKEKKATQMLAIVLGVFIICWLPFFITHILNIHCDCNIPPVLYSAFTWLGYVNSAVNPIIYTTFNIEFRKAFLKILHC
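Using a no-wash calcium dye in inducible, force-coupled HEK293 Trex cells expressing D2, we tracked fluorescence each second for 180 s after compound, then for 180 s after EC20 dopamine to detect augmented signalling.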
RXFP1 antagonist = qHTS Assay for Antagonists of the Relaxin Receptor RXFP1 | HEK293-RXFP1, relaxin-stimulated cAMP HTRF, 30 min; hits give low values | Relaxin receptor 1 (Homo sapiens), Q9HBX9 | 350,000 tested, 0.59% active | activity change, negative = inhibition, % at 57.5 µM;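 active = activity change of -60% or lower, but not beyond a set lower limit; inconclusive = change between -60% and -40%, or beyond the set limit; inactive = change above -40%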; also: % is scaled to controls: 0 for no effect and ±100 for the full control effect
Vif-APOBEC3G blk = qHTS for Inhibitors of Vif-A3G Interactions: qHTS | HeLa A3G-eYFP + Vif (tagged APOBEC3G with the HIV-1 protein that degrades it), YFP fluorescence, overnight | 410,000 tested, 0.076% active | AID 602310, 2012 | DNA dC->dU-editing enzyme APOBEC-3G (Homo sapiens), Q9HC16 | Potency, µM (series often up to 46.1 µM), inactives show at the top dose activity, negative = active, usual class: inhibitors;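 also: potency is read from the fitted curve at half-maximal effect; % is scaled to controls: 0 for no effect and ±100 for the full control effect; nearly all actives have a fitted effect of over 60% in size; hits raise eYFP signal because A3G escapes Vif-driven loss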
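HeLa cells stably expressing Vif and C-terminally eYFP-tagged A3G, seeded overnight at 37 deg C, then exposed to compound by pintool overnight at 37 deg C. Rise in yellow fluorescence (Ex 488/Em 500-530, Acumen) marks blocked Vif-driven A3G degradation.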
GRP78 ERSR act = qHTS for Inducers of the Endoplasmic Reticulum Stress Response (ERSR) in Human Glioma: qHTS | Potency, µM, for inactives: at the highest dose activation, usual class: activators | U87-MG GRP78 promoter luciferase reporter, 16 h | 420,000 tested, 0.02% active; also: potency is read from the fitted curve at half-maximal effect; series mostly up to about 76 µM; % of control where 0% means no effect; nearly all actives have a fitted effect of over 35% in size
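ERSR induction read as luciferase luminescence (Bright-Glo, 10 min at room temperature) in stably transfected human U87-MG glioma cells exposed to compounds for 16 h, using GRP78 as sensor.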
D1 ag = Allosteric Agonists of the Human D1 Dopamine Receptor: qHTS; HEK293 T-REx D1 cells, calcium flux, agonist mode; activation, % at 2 µM; 360,000 tested, 1% active; AID 504660, 2011; in the data active = activation above about 30%; also: 0% is about no effect
Target sequence (P21728 whole entry, looked up): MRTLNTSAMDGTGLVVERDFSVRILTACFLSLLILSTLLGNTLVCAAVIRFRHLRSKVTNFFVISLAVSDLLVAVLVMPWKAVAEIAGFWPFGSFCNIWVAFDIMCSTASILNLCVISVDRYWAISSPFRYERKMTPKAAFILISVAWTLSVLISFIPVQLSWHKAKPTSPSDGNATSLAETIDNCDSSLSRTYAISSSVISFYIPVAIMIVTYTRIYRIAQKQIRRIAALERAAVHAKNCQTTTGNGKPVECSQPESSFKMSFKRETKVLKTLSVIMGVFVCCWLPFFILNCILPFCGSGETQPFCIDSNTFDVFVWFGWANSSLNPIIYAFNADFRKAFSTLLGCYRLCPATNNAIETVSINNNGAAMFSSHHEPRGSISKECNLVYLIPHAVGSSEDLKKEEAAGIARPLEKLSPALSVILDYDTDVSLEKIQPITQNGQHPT
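Tetracycline-induced HEK293 TREx D1 cells, force-coupled to calcium signalling, were dye-loaded with a no-wash calcium kit. Compound was pin-added after a 10 s baseline. Fluorescence was read kinetically at 1 cycle/s for 180 s, with calcium rises flagged as agonism.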
RXFP1 ag = qHTS Assay for Agonists of the Relaxin Receptor RXFP1. HEK293T-RXFP1 cAMP TR-FRET, 30 min; response scale: percent of porcine relaxin response, buffer zero. AID 2676, 2010. 370,000 tested, 0.3% active. Potency, µM (highest dose often 57.5 µM), for inactives: at the top dose activation, most hits filed as activators. Relaxin receptor 1 (Homo sapiens), Q9HBX9; also: potency is read from the fitted curve at half-maximal effect; % is scaled to controls: 0 for no effect and ±100 for the full control effect; nearly all actives have a fitted effect of over 60% in size; many of its hits are not listed in these tables
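Agonist response is measured as cAMP accumulation in an RXFP1-transfected HEK293T line under PDE4 inhibition. Values are scaled between buffer-only and 29 nM porcine relaxin, and EC50s come from standard Hill equation fits.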
D1 antagonist = Antagonist of Human D 1 Dopamine Receptor: qHTS | HEK293 TREx D1 cells, calcium flux, dopamine EC80; hits give low values | activity change, negative = inhibition, % at 10 µM | 360,000 tested, 3.2% active; in the data active = activity change below about -30%; also: % is scaled to controls: 0 for no effect and ±100 for the full control effect
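Tetracycline-induced HEK293 T-REx cells with force-coupled D1 receptor were loaded with a no-wash calcium dye. Compound was added after a 10 s baseline and read kinetically for 180 s; EC80 dopamine was then added and calcium flux followed another 180 s.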
Vif-APOBEC3F blk = qHTS for Inhibitors of Vif-A3F Interactions: qHTS | HeLa A3F-eYFP + Vif (tagged APOBEC3F with the HIV-1 protein that degrades it), YFP fluorescence increase | Potency, µM (top dose mostly 46.1 µM), for the others: at the top dose activity, negative = active | 390,000 tested, 0.2% active; also: potency is read from the fitted curve at half-maximal effect; % of control where 0% means no effect; nearly all actives have a fitted effect of over 65% in size
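HeLa cells stably expressing Vif plus C-terminally eYFP-tagged A3F were seeded, incubated overnight at 37 deg C, dosed with compound, incubated overnight again at 37 deg C. Yellow fluorescence (Ex 488/Em 500-530) reported blocked Vif-mediated A3F-eYFP degradation.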
D1 PAM = Potentiators of Human D1 Dopamine Receptor: qHTS | D(1A) dopamine receptor (Homo sapiens), P21728 | HEK293 TREx D1 cells, calcium flux, dopamine EC20 potentiation | potentiation, % at 10 µM | 360,000 tested, 0.036% active | AID 504651, 2011; in the data active = potentiation above about 30%; also: 0% is about no effect
* hit, by the source's call; ? = inconclusive; nt = not tested or not shown; & = joins results of further samples. Unless noted, calls follow the shape of the dose curve; as a rule, active = well fitted curve in the direction sought with a large enough effect; inconclusive = small, poorly fitted or top-dose-only effect, or another doubt; inactive = no such curve, though single readings can be large; an effect the other way counts as inactive or inconclusive. The list is partial, so the mix of outcomes need not match the whole.

1. CC1=C(C(=O)NCc2ccc(Cl)cc2)C2(CCCCC2)OC1=O
2. O=C(CCn1c(=O)oc2ccccc21)NCCN1CCOCC1
3. CSc1ccccc1OCc1cc(C(=O)NCCc2ccco2)no1
4. COc1ccc(Cl)cc1NC(=S)NCc1cccs1
5. COc1ccc(-c2nc(CN3CCCCC3CCc3ccccn3)c(C)o2)cc1 (configuration not stated)
6. CC(OC(=O)/C=C/c1cccc(Cl)c1)C(=O)NC1CCCCC1C (configuration not stated)
7. COC(=O)CSc1ccc(S(=O)(=O)N2CCC(C)CC2)cc1[N+](=O)[O-]
8. CCNC(=O)COc1ccc(Br)cc1Cl

Assay by compound	1	2	3	4	5	6	7	8
D2 PAM	-10	10	-8	-25	-4	2	2	1
RXFP1 antagonist	-3	10	-7	-22	-4	0	-3	6
Vif-APOBEC3G blk	6%	1%	-2%	1%	-1%	-4%	-1%	0%
GRP78 ERSR act	0%	2%	2%	-3%	-1%	-3%	-4%	-5%
D1 ag	-4	2	4	2	1	0	3	0
RXFP1 ag	-2.1%	-2.2%	1.2%	-2.5%	-0.6%	1.1%	5.5%	3.3%
D1 antagonist	12	-1	-4	-6	4	-16	-19	-13
Vif-APOBEC3F blk	-15%	-13%	?	-9%	-4%	4%	-15%	-2%
D1 PAM	-2	-5	-4	7	2	-9	-10	-3

9. CC(=O)N1CCOc2ccc(S(=O)(=O)N3CCC(C(=O)Nc4cc(C)cc(C)c4)CC3)cc21
10. Cc1nn(CC2CC2)c(=O)n1-c1ccccc1F
11. CCOc1cc(N2CCOCC2)c(OCC)cc1NC(C)C(=O)N1CCN(CC)CC1 (configuration not stated)
12. Cc1ccc(C)c(NC(=O)CC2Oc3ccccc3NC2=O)c1 (configuration not stated)
13. Cc1cccc(OCC(=O)Nc2nc3ccc([N+](=O)[O-])cc3s2)c1
14. CC(NC(=O)CCCC1CCCCC1)c1ccc(S(N)(=O)=O)cc1 (configuration not stated)
15. CCOCCCn1c(C)nc2c[n+](CC(=O)c3ccc4ccccc4c3)cc(Br)c21
16. CCCCN(CC)CCNC(=O)CN1C(=O)COc2ccc(S(=O)(=O)N3CCCC3)cc21

Assay by compound	9	10	11	12	13	14	15	16
D2 PAM	-12	-3	8	3	7	-8	2	-12&-1
RXFP1 antagonist	-38	-34	-1	-4	-25	8	3	8
Vif-APOBEC3G blk	7%	-5%	-1%	1%	-16%	0%	1%	3%&0%
GRP78 ERSR act	-5%	-3%	-4%	-4%	-1%	-3%	-1%	-3%&-4%
D1 ag	2	1	-3	1	11	4	0	2&2
RXFP1 ag	6.9%	2.8%	-0.6%	-1.6%	-0.9%	-0.2%	2.7%	1.3%&-0.5%
D1 antagonist	1	2	1	10	-25	2	3	-1&-20
Vif-APOBEC3F blk	2%	0%	2%	-3%	-14%	2%	-3%	-2%&-1%
D1 PAM	0	-6	-1	-4	-6	-10	-1	3&-1

Sorted by value in D1 antagonist (low to high): some entries from above
item	SMILES	D2 PAM	RXFP1 antagonist	GRP78 ERSR act	D1 ag	RXFP1 ag	D1 antagonist	D1 PAM
11	CCOc1cc(N2CCOCC2)c(OCC)cc1NC(C)C(=O)N1CCN(CC)CC1 (configuration not stated)	8	-1	-4%	-3	-0.6%	1	-1
14	CC(NC(=O)CCCC1CCCCC1)c1ccc(S(N)(=O)=O)cc1 (configuration not stated)	-8	8	-3%	4	-0.2%	2	-10
15	CCOCCCn1c(C)nc2c[n+](CC(=O)c3ccc4ccccc4c3)cc(Br)c21	2	3	-1%	0	2.7%	3	-1

Next section:
17. COc1ccc(NS(=O)(=O)c2cc([N+](=O)[O-])ccc2NN=Cc2ccccc2OCC(=O)O)cc1
18. CN1CCC(OC(=O)c2ccccc2Cl)CC1
19. CCCOc1ccc(/C(O)=C2/C(=O)C(=O)N(CCCn3ccnc3)C2c2cccnc2)cc1 (configuration not stated)
20. Cc1ccc(C2N=C(N)Nc3nc(=O)c4ccccc4n32)cc1 (configuration not stated)
21. Cc1ccc(C)c(N(C)C(=O)Cc2c(C(=O)O)[nH]c3ccc(Cl)cc23)c1
22. CCC1CN(C(=O)NCc2ccc(C)cc2)c2ccccc2O1 (configuration not stated)
23. Cc1cc(Cl)c(S(=O)(=O)NC(C(=O)O)c2ccccc2)cc1OCC(N)=O (configuration not stated)
24. CCO[C@@H]1OC(C(=O)NC2CC2)=C[C@H](c2ccc3c(c2)OCO3)[C@H]1CCCO

Assay by compound	17	18	19	20	21	22	23	24
D2 PAM	nt	-21	-11	-3	1	-7&-3	5	-4
RXFP1 antagonist	1	-1	9	7	nt	-3&0	14	nt
Vif-APOBEC3G blk	-12%	1%	-2%	-4%	2%	0%&-4%	5%	-3%
GRP78 ERSR act	-2%	-3%	-5%	3%	0%	1%&-4%	-5%	-3%
D1 ag	nt	3	3	3	2	0&1	3	-2
RXFP1 ag	nt	0.5%	?	6.9%	-5.8%	-0.8%&-0.5%	0.6%	0.2%
D1 antagonist	nt	-11	4	3	-4	6&-1	7	-14
Vif-APOBEC3F blk	-8%	9%	5%	-1%	6%	-16%&0%	5%	5%
D1 PAM	nt	-7	-9	-2	0	4&0	2	-1

25. COc1cc2c(cc1OC)-c1cc(N3CCCc4ccccc43)nc(=O)n1CC2
26. Cc1oc(-c2ccccc2F)nc1CS(=O)CC(=O)NCc1ccc2c(c1)OCO2 (configuration not stated)
27. Cc1c(C(=O)Nc2ccc3c(c2)CCC3)cccc1[N+](=O)[O-]
28. O=C(c1cccc(C(F)(F)F)c1)C1CCCN(C(=O)CN2CCCC2=O)C1 (configuration not stated)
29. CCCOc1ccc(-c2nnc(-c3cccs3)o2)cc1
30. Cc1cccc(CCNC(=O)CCc2c(C)nc3c(c(C)nn3-c3ccccc3)c2C)c1
31. Cc1onc(-c2ccncc2)c1C(=O)O
32. Cc1ccc(C(C(=O)NC2CCCC2)N(C(=O)c2csnn2)c2ccccc2)o1 (configuration not stated)

Assay by compound	25	26	27	28	29	30	31	32
D2 PAM	14	10	-11	8	-1	8	1	3
RXFP1 antagonist	0	-2	-5	6	3	-22	1	20
Vif-APOBEC3G blk	-4%	-2%	1%	-12%	0%	-3%	3%	-2%
GRP78 ERSR act	-1%	-1%	5%	0%	-1%	-3%	-1%	-4%
D1 ag	-1	1	2	0	0	8	1	4
RXFP1 ag	15%	-0.6%	0.8%	0.7%	0.3%	0.1%	0.8%	0.1%
D1 antagonist	1	-8	-17	-4	4	0	2	-3
Vif-APOBEC3F blk	-1%	8%	?	?	-9%	-1%	0%	-4%
D1 PAM	-6	nt	-2	-1	-2	-1	-2	3

33. CC1CCC/C(=N\NC(=O)COc2ccc(Cl)cc2Cl)C1 (configuration not stated)
34. CC(=O)c1ccc(Oc2cnccn2)cc1
35. COc1ccc(S(=O)(=O)Nc2cc3c4c(c2)CCC(=O)N4CCC3)cc1C
36. CCCCOC(=O)c1ccc(NS(=O)(=O)c2cc(-c3nnnn3CC)ccc2OC)cc1
37. CC(=O)Nc1ccc(N2C(=O)CC(N3CC(C)OC(C)C3)C2=O)cc1 (configuration not stated)
38. O=c1[nH]snc1N1CCOCC1
39. Cc1ccccc1NC(=O)Cc1nc(COC(=O)CSc2ccc(F)cc2)cs1
40. O=C(Cc1ccc2c(c1)CCCC2)Nc1ccccc1Cl

Assay by compound	33	34	35	36	37	38	39	40
D2 PAM	nt	7	1	-2	3	14	nt	20
RXFP1 antagonist	-3	-13	-3	-1	-1	1	3	-25
Vif-APOBEC3G blk	-5%	0%	-1%	0%	-2%	-7%	1%	-1%
GRP78 ERSR act	-1%	-6%	-4%	-4%	-5%	-2%	-2%	-2%
D1 ag	nt	3	7	8	1	3	nt	21
RXFP1 ag	1.6%	-2.3%	0.4%	-0.9%	-1.4%	-0.7%	nt	0.2%
D1 antagonist	nt	-2	-18	6	-2	3	nt	2
Vif-APOBEC3F blk	-1%	1%	7%	-13%	-1%	-27%	1%	6%
D1 PAM	nt	-2	-9	3	-3	3	nt	-1

41. Cc1cc(C)c2c(N)c(C(=O)NN3CC(=O)N(c4ccccc4F)CC3=O)sc2n1
42. CCOC(=O)NC1(NC(C)C)Oc2ccccc2O1
43. CCOC(=O)c1c(NC(=O)COC(=O)c2nc(Cl)ccc2Cl)sc(C(=O)NC)c1C
44. CCOC(=O)c1c(C)c(C(=O)NCc2ccc(OC)cc2)c(C)n1C
45. Cc1c(Cl)cccc1NC(=O)c1cc(-c2ccccc2O)n[nH]1

Assay by compound	41	42	43	44	45
D2 PAM	-1	3	1	-5	0
RXFP1 antagonist	-4	5	-10	?	-14
Vif-APOBEC3G blk	-12%	2%	0%	0%	-7%
GRP78 ERSR act	-6%	?	-5%	-2%	-1%
D1 ag	3	2	3	3	1
RXFP1 ag	1.2%	-1.7%	2.6%	1.3%	0.0%
D1 antagonist	-1	2	-25	-14	0
Vif-APOBEC3F blk	2%	-1%	?	-10%	-23%
D1 PAM	0	2	6	4	-3
